Source: PubChem BioAssay (several laboratories)
TcdB GH inh – inhibitors of Clostridioides difficile toxin B glycohydrolase; actives 0.24% (n = 350,000); AID 652162; TcdB glycohydrolase enzymatic assay, plate reader; P18177; inhibition, % at 9.99 µM; in the data active = inhibition above about 10%
DUSP3 inh – inhibitors of human VHR1 phosphatase (DUSP3) | recombinant VHR phosphatase, pNPP absorbance | inhibition, % at 13.3 µM | actives 0.52% (n = 290,000); in the data active = inhibition above about 50%; note: some compounds called inactive have numbers as strong as hits
Target sequence (P51452 whole entry, looked up): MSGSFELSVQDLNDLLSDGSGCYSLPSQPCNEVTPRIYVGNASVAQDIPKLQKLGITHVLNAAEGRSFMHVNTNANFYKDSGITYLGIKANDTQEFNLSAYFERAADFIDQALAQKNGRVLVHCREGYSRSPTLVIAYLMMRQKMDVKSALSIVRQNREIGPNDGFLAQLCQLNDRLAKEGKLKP
Anthrax LF prot – anthrax lethal factor protease inhibition. P15917. actives 0.12% (n = 360,000). inhibition, % at 10 µM. multiplex microsphere protease cleavage assay, LF; note: plate controls were buffer without enzyme for full effect and enzyme alone for no effect
Target sequence (P15917 whole entry, looked up): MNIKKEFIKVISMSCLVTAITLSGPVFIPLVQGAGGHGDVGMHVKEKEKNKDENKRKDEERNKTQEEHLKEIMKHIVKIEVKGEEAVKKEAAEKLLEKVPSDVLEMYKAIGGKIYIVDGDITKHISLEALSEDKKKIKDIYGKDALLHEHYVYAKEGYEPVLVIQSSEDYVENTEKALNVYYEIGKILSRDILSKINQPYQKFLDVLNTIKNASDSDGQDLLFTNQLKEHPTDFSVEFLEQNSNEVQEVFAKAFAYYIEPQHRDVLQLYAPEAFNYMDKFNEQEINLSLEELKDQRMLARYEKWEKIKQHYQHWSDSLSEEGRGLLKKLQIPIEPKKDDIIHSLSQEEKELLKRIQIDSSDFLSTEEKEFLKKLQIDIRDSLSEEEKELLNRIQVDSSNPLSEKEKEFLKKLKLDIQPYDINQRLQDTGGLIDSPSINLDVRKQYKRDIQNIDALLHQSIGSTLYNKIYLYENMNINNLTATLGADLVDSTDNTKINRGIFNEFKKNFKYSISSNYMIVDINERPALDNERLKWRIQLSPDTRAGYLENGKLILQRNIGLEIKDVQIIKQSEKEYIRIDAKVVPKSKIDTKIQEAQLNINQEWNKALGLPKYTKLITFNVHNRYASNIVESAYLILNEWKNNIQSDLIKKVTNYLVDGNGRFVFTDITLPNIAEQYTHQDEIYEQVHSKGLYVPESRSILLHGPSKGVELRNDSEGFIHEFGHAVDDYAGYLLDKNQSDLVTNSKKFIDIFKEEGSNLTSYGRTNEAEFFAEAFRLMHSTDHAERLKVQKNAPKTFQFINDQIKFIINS
PriA SSB inh – K. pneumoniae PriA-SSBct interaction inhibition; AlphaScreen SSBct-PriA binding, biotinylated peptide; inhibition, % at 33 µM; actives 0.6% (n = 430,000); AID 1272365; in the data active = inhibition mostly above about 37%, no sharp cut-off; inactive = mostly below about 20%;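 note: plate controls were negative control peptide for no effect and reference peptide for full effect; strong numbers were not always called active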
CCHF vOTU inh – CCHFV vOTU protease inhibition; Pep-AMC fluorescence; inhibition, % at 11.5 µM; actives 0.55% (n = 370,000); AID 651958; in the data active = inhibition above about 30%; note: 0% = vehicle wells with enzyme and 100% = no enzyme wells
SARS 3CLpro inh – SARS-CoV 3CLpro protease inhibition; P0C6X7; actives 0.14% (n = 290,000); inhibition, % at 6 µM; AID 1706; recombinant SARS-CoV 3CLpro, quenched FRET peptide cleavage; in the data active = inhibition above about 12%
Vc quorum ag – inducers of Vibrio cholerae quorum light production without autoinducers. activation, % at 18.7 µM. V. cholerae BH1578 lux reporter, luminescence, 6 h. actives 0.16% (n = 350,000); in the data active = activation mostly above about 9.7%, no sharp cut-off; inconclusive = no clear call, values can overlap the other calls; inactive = mostly below about 3.7%; note: not every result past the cut was called active; inactives centre near 0; reference of the scale not given here
PfHsp40 yeast – rescue of PfHsp40-mediated yeast toxicity. actives 0.68% (n = 340,000). AID 504582. growth rescue, % at 12.5 µM. S. cerevisiae expressing PfHsp40, growth rescue, ATP luminescence; in the data active = growth rescue above about 28%, passing the limit was not always enough; inconclusive = no clear call, values can overlap the other calls;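 note: yeast W303a lacking pdr1 and pdr3 grown in galactose medium; growth measured after three days at 30 °C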
BoNT A protease – blocks Botulinum neurotoxin A light chain protease. multiplex microsphere protease substrate cleavage, flow cytometry. actives 0.17% (n = 360,000). inhibition, % at 10 µM. AID 588499; note: plate controls were buffer without enzyme for full effect and enzyme alone for no effect
Yp Topo-I inh – inhibitors of Yersinia pestis topoisomerase I; Y. pestis Topo-I cleavage product accumulation, plate reader; activity, % at 10 µM; actives 0.064% (n = 360,000); AID 504884; in the data active = activity above about 50%, passing the limit was not always enough; inconclusive = no clear call, values can overlap the other calls; note: inactives centre near 2
Starred values were filed as active, the others as inactive; i = inactive; ? = inconclusive; . = not tested or not shown; & = joins results of further samples. Cut-off read from the data, not from the text of the source, unless noted: active = inhibition above about 30%; inconclusive = no clear call, values can overlap the other calls; inactive = below that. Not all compounds are listed; rates above refer to the full screens.

SMILES	TcdB GH inh	DUSP3 inh	Anthrax LF prot	PriA SSB inh	CCHF vOTU inh	SARS 3CLpro inh	Vc quorum ag	PfHsp40 yeast	BoNT A protease	Yp Topo-I inh
COc1ccc(C(=O)OCC(=O)NC(=O)NC2CCCC2)c(OC)c1	-2.1	17	-2	5	-5	-1	i	1.0	-0.2	2
CS(=O)(=O)N1CCn2c1nc1ccccc12	1.2	12	0	1	1	5	-0.5	3.0	0.7	-1
Cc1cccc(N2C(N)=C(C#N)C(C#N)(C#N)C2c2ccccc2)c1 (configuration not stated)	.	-6	-4	-5	18	14*	-0.1	-0.5	-0.8	5
Cn1cnnc1SCC(=O)NC(=O)NC1CCCC1	.	10	0	0	-14	-2	1.0	-1.6	?	-5
O=C(NCCCN1CCCC1=O)c1ccc2c(c1)ncn2C1CCCCC1	1.7	11	1	-8	21	-5	-0.2	1.3	-0.6	-2
O=C(NNS(=O)(=O)c1ccc(F)c(Cl)c1)c1cccc(S(=O)(=O)N2CCOCC2)c1	.	21	0	3	-5	4	-0.3	-0.7	0.0	-2
CCN(CC)c1ccc(/C=N/OC(C)C(=O)Nc2ccc(C)cc2)cc1 (configuration not stated)	.	34	-2	.	6	6	i	21	0.2	5
Cn1cc(C=C2C(=O)OC3(CCCCC3)OC2=O)c2ccccc21	0.2	22	18	-6	-4	3	-0.9	-0.6	-1.8	-4
COc1ccc(N(C(=O)/C=C/c2ccc(OC)c(OC)c2)C2=CC3CCC(C2)N3C)cc1 (configuration not stated)	0.1	12	1	-13	5	-1	1.1	-0.8	0.4	0
CCC1Oc2ccccc2N(CC(=O)NCCCN2CCCC2)C1=O (configuration not stated)	0.9	5	-3	12	11	-1	i	0.8	-1.7	-7
Cc1cc(C(=O)CSc2nnnn2-c2ccccc2)c(C)n1-c1ccc2c(c1)OCO2	11*	-1	0	9	12	0	-0.1	0.9	0.1	18
CCOc1ccc(NC(=O)CSc2nnc(NC(=O)C3CC3)s2)cc1	1.9	-7	-2	8	-5	-1	-0.3	-0.1	0.7	1

3 structures already listed, ordered by molecular weight, high to low.
SMILES	TcdB GH inh	DUSP3 inh	Anthrax LF prot	PriA SSB inh	CCHF vOTU inh	SARS 3CLpro inh	Vc quorum ag	PfHsp40 yeast	BoNT A protease	Yp Topo-I inh
COc1ccc(N(C(=O)/C=C/c2ccc(OC)c(OC)c2)C2=CC3CCC(C2)N3C)cc1 (configuration not stated)	0.1	12	1	-13	5	-1	1.1	-0.8	0.4	0
CCOc1ccc(NC(=O)CSc2nnc(NC(=O)C3CC3)s2)cc1	1.9	-7	-2	8	-5	-1	-0.3	-0.1	0.7	1
CCC1Oc2ccccc2N(CC(=O)NCCCN2CCCC2)C1=O (configuration not stated)	0.9	5	-3	12	11	-1	i	0.8	-1.7	-7

Additional results follow.
SMILES	TcdB GH inh	DUSP3 inh	Anthrax LF prot	PriA SSB inh	CCHF vOTU inh	SARS 3CLpro inh	Vc quorum ag	PfHsp40 yeast	BoNT A protease	Yp Topo-I inh
CN1CCN(NC(=O)c2cccc(S(=O)(=O)N3CCCCCC3)c2)CC1	-0.5	16	-9	-12	1	1	-0.2	-0.8	0.3	-1
CCc1cc2c(=O)n(-c3ccccc3)c(SCC(=O)O)nc2s1	0.8	-41	-7	0	5	8	-0.4	0.8	-1.0	3
O=C(O)c1ccccc1Nc1ccc2nonc2c1[N+](=O)[O-]	0.4	-47	4	-10	1	1	0.6	0.5	3.6	-9
O=C1CC(N2CCC(n3c(=O)[nH]c4ccccc43)CC2)C(=O)N1c1ccc(F)cc1 (configuration not stated)	.	-5	-1	5	21	1	0.7	-0.6	1.4	5
Cc1cc(C)c(C)c(OCC(=O)NCc2nc(-c3ccccc3)no2)c1	.	3	1	-13	8	-2	3.6	2.1	0.5	37
CCn1c(Cc2ccccc2)nnc1SCC(=O)Nc1ccc(N)cc1	.	11	-6	-1	3	3	-7.1	0.0	0.1	8
CCc1ccc(NC(=O)C2CCCN2S(=O)(=O)c2ccc3c(c2)n(C)c(=O)c(=O)n3C)cc1 (configuration not stated)	-0.7	5	-3	-6	4	5	-0.3	-1.6	-0.1	2
CC(=O)N/C(=C/c1ccccc1)C(=O)NCCO	.	6	-5	-3	-19	-3	3.7	-1.0	1.1	2
COc1ccc(-c2nc3ccc(C)cn3c2NCc2ccccc2)cc1SC1CCCCC1	.	.	-16	-1	.	.	i	0.2	-0.9	-6
N=c1c2c(-c3ccccc3)c(-c3ccccc3)n(Cc3ccco3)c2ncn1CCCN1CCOCC1	0.7	14	-2	5	-12	-2	i	0.1	-0.3	15
CC(/C=N/NC(=O)c1cc(-c2ccccc2)nc2ccccc12)=C\c1ccco1	.	10	-2	.	-2	9	-0.4	-0.4	-0.3	-3
O=C(CCSCCC(=O)NCc1ccco1)NCc1ccco1	.	-7	.	-4&-14	-2	-3	.	.	.	.
Cc1c(N)c(=O)n(-c2ccccc2)n1C	-5.7	.	-7	-3	-3	.	0.1	-0.2	-0.4	3
C=CCn1c(O)c(C(=O)CCCCCC)c(=O)[nH]c1=O	.	7	-6	-35	-4	3	-0.5	2.1	0.0	-2
CCC(OC(=O)c1cccs1)C(=O)NCc1ccc(C)cc1 (configuration not stated)	1.0	4	-2	-23	-4	-1	-0.3	0.0	0.5	0
COc1ccccc1NC(=O)N1CCN(c2ccccc2F)CC1	.	2	-2	-7	0	-1	-3.2	-0.2	1.1	-7
CN(C(=O)COC(=O)Cc1c(Cl)cccc1Cl)c1c(N)n(Cc2ccccc2)c(=O)[nH]c1=O	1.4	.	0	-6	-6	.	-2.3	-0.7	1.7	2
COc1ccc(N2CC(O)=C(c3nc4ccccc4s3)C2=N)cc1	1.4	18	0	-11	-15	-3	-0.7	-0.2	-1.3	-4
COc1cc(F)ccc1-c1cc(C(=O)NCc2ccc(C(F)(F)F)cc2)[nH]n1	1.0	.	0	.	16	.	-0.7	.	-1.0	1
COc1ccc(N2C(=O)CC(N3CCN(c4ccccc4OC)CC3)C2=O)cc1 (configuration not stated)	0.2	35	-7	-1	-8	-5	i	-0.2	1.2	-5
O=C(NNC(=O)c1ccncc1)Nc1ccc(Br)cc1	0.9	.	4	7	-7	.	i	0.6	-0.6	2
Cc1ccc(OCC(=O)Nc2ccc(C(=O)Nc3ccccc3C(=O)O)cc2)cc1C	0.6	.	4	.	5	.	-0.8	.	0.4	15
CC(C)C(=O)NC(c1ccco1)c1c(O)ccc2ccccc12 (configuration not stated)	.	10	0	-1	-14	4	1.4	-0.8	0.0	-7
CC(C)Oc1ccc(C(=O)NC2CCN(Cc3ccccc3)CC2)cc1	-0.2	-16	-7	4	-5	5	-0.1	-0.2	-1.6	-8

Gathered by group, the entries above containing a COOH group (3)
SMILES	TcdB GH inh	DUSP3 inh	Anthrax LF prot	PriA SSB inh	CCHF vOTU inh	SARS 3CLpro inh	Vc quorum ag	PfHsp40 yeast	BoNT A protease	Yp Topo-I inh
CCc1cc2c(=O)n(-c3ccccc3)c(SCC(=O)O)nc2s1	0.8	-41	-7	0	5	8	-0.4	0.8	-1.0	3
O=C(O)c1ccccc1Nc1ccc2nonc2c1[N+](=O)[O-]	0.4	-47	4	-10	1	1	0.6	0.5	3.6	-9
Cc1ccc(OCC(=O)Nc2ccc(C(=O)Nc3ccccc3C(=O)O)cc2)cc1C	0.6	.	4	.	5	.	-0.8	.	0.4	15

(cont.)
SMILES	TcdB GH inh	DUSP3 inh	Anthrax LF prot	PriA SSB inh	CCHF vOTU inh	SARS 3CLpro inh	Vc quorum ag	PfHsp40 yeast	BoNT A protease	Yp Topo-I inh
O=C(NC(=O)c1c(F)cccc1F)Nc1ccccc1SC(F)F	3.2	17	-6	-5	-9	0	-0.4	-0.9	-0.8	0
CCc1nnc(NC(=O)C2CCN(c3nc(C)cc(C)n3)CC2)s1	.	16	-2	-11	-3	2	-5.6	-0.3	-3.2	3
O=C(NC1CC1)c1c[nH]c2ccc(S(=O)(=O)Nc3cccc(C(F)(F)F)c3)cc2c1=O	.	-3	5	-12	17	-1	.	3.3	-0.2	-14
O=C(NCCC1=CCCCC1)C1CCN(S(=O)(=O)c2cnc[nH]2)CC1	.	1	-3	-12	10	-2	i	-0.7	-0.8	-6
CNC(=O)COc1ncnc2sccc12	.	4	-2	-7	1	5	i	-2.0	0.4	3
Cc1cccc(-n2c(C)cc(/C=N/O)c2C)c1	1.2	14	4	.	1	2	-0.5	0.1	1.1	0
Cc1ccccc1SCC(=O)NC1CCOC1=O (configuration not stated)	.	8	-2	-11	0	-5	i	0.8	1.2	5
[N-]=[N+]=NC1c2ccccc2C(=O)N1Cc1ccccc1 (configuration not stated)	0.2	2	6	-20	-4	-3	-3.8	-2.2	-0.4	-3
O=C(CN1CCN(Cc2ccccc2)CC1)Nc1cccc(S(=O)(=O)N2CCCCCC2)c1	1.3	11	6	-20	18	3	i	-0.2	-0.5	30
Cc1cccc(C)c1NC(=O)CSc1nc(N2CCOCC2)nc(N2CCOCC2)n1	-0.8	2	-2	-4	-6	-3	-0.2	1.1	-6.2	7
CCCC(C)C(=O)Nc1ccc(C(N)=O)cc1 (configuration not stated)	.	9	-14	-11	5	2	-0.3	0.1	-1.5	-4
O=C(CN1CCCCC1)NNC(=O)c1ccc([N+](=O)[O-])cc1	5.6	10	1	-4	-2	4	i	-2.1	-1.5	-3
CC(C)NC(=O)c1ccccc1NS(=O)(=O)c1ccc(Br)s1	-0.1	0	-1	-2	9	6	-3.1	-1.1	1.3	15
CCOC(=O)[C@H]1[C@H]2COc3cc(OC)ccc3[C@@H]2N2C(=O)N(c3cccc(Cl)c3)C(=O)[C@@]12C	.	32	-3	3	.	2	i	8.0	-0.6	15
C=CCn1cc(C(=O)OC)c(=O)c2cc(S(=O)(=O)N3CCCCCC3)ccc21	.	-17	-3	-8	-1	0	-0.9	-0.1	0.3	-9
C=CCNC(=S)Nc1sc2c(c1C(=O)OCC)CCN(C(=O)OCC)C2	.	7	-3	-1	1	-3	i	0.3	0.1	5
O=C1CC(=O)C(n2cncn2)C(c2ccc(Cl)cc2Cl)C1 (configuration not stated)	.	-4	-10	5	.	3	.	-1.5	1.1	6
COc1ccc(N2CC(O)=C(c3nc(-c4ccc(Cl)cc4)cs3)C2=N)cc1	1.0	1	-6	-8	-4	-4	0.5	4.3	-0.4	0
CN(C(=O)COC(=O)Cn1cnc2ccccc21)C1CCCCC1	0.9	.	-4	-20	-2	.	-4.3	-0.6	-0.7	3
O=[N+]([O-])c1ccc2nc(SCc3cn4ccccc4n3)[nH]c2c1	2.2	-9	-2	-8	-10	-4	-0.6	0.7	0.0	-5
CS(=O)(=O)Nc1ccc(-c2ccc(/C=C3\SC(N)=NC3=O)o2)cc1	1.2	13	-10	.	8	-3	-0.4	-0.4	-0.1	0
C[C@H](NC(=O)OC(C)(C)C)c1nnc(SCC(=O)Nc2ccc(Br)cc2)o1	.	21	-1	-22	3	-5	i	1.2	-0.5	2
CCO[C@H]1OC(C(=O)NC2CC2)=C[C@@H](C)[C@@H]1CCCO	2.1	18	5	2	1	-2	-0.3	0.4	1.0	2
Cc1cccc(-c2nc3c(c(SCC(=O)N4CCOCC4)n2)CCCC3)c1	.	-14	2	-2&8&-24	-11	-2	-0.4	1.0	0.8	36
COc1ccc2c(c1)NC1(O)c3ccccc3C(=O)C21O (configuration not stated)	.	21	-2	4	-6	-1	-0.6	-0.3	-0.3	-1
O=C(O)c1cnc(-c2ccccc2)nc1Oc1ccc(Cl)cc1	-0.4	24	-3	-13	0	3	i	-2.0	0.0	-7
COc1ccc(-c2nn(-c3ccccc3)cc2/C=C/C(=O)N2CCOCC2)cc1OC	2.5	9	-12	-4	-12	5	-0.6	1.6	0.7	18

Results in PfHsp40 yeast, for 3 of the compounds above:
compound | PfHsp40 yeast
Cc1cccc(N2C(N)=C(C#N)C(C#N)(C#N)C2c2ccccc2)c1 (configuration not stated) | -0.5
Cn1cnnc1SCC(=O)NC(=O)NC1CCCC1 | -1.6
O=C(NCCCN1CCCC1=O)c1ccc2c(c1)ncn2C1CCCCC1 | 1.3
